Screening data from PubChem BioAssay.
FBPA Giardia inh: qHTS Assay for Inhibitors of Fructose-1,6-bisphosphate Aldolase from Giardia Lamblia; purified Giardia FBPA; AID 2451, 2010; A8B2U2; Potency, µM (series often up to 59.6 µM), for the others: at the highest dose activity, negative = inhibition, most hits filed as inhibitors; 290,000 tested, 0.71% active; further: potency means the concentration at half of the fitted maximal effect; nearly all actives have a fitted effect of over 55% in size
Target sequence (A8B2U2 whole entry, looked up): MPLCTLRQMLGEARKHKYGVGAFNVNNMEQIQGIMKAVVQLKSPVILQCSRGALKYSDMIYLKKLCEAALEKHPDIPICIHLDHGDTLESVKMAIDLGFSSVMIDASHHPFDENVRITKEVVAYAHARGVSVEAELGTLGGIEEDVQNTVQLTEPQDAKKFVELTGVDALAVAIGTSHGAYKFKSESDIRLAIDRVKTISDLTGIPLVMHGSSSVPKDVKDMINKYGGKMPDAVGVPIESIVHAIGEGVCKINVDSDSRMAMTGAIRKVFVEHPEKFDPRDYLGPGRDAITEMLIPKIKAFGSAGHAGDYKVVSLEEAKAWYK
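Giardia FBPA (40 nM reagent) was preincubated 10 min at RT with compound (up to 57.5 uM final), then substrate plus GAPDH/TPI/NAD/arsenate coupling system with diaphorase/resazurin was added; resorufin fluorescence (525/598 nm) was read after 20 min.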
HCMV inh: qHTS Assay for inhibitors of the human cytomegalovirus (HCMV); AID 1259415, 2018; HFF cells, HCMV-luciferase reporter, 72 h; stronger effect = lower value; activity change, negative = inhibition, % at 57.5 µM; 410,000 tested, 4.5% active; in the data active means activity change below about -60%; inconclusive means no clear call, values can overlap the other calls; inactive means above about -39%
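Steps: HFFs plated, 16 h 37C; compounds added; HCMV-luciferase added to MOI 1 PFU/cell; 72 h 37C; OneGlo reagent, 5 min room temperature; luminescence read, normalized to controls.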
AmpC detergent: qHTS Inhibitors of AmpC Beta-Lactamase (assay with detergent); P00811; AmpC hydrolysis of nitrocefin, absorbance 480 nm, 0.01% Triton; Potency, µM (doses to about 114 µM), inactives show top-dose activity change, negative = inhibition, most hits filed as inhibitors; 370,000 tested, 0.041% active; AID 485294, 2010;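 further: potency means the concentration at half of the fitted maximal effect; 0% = no-compound wells and -100% = no-enzyme wells; nearly all actives have a fitted effect of over 25% in size; some results filed as inactive show a strong effect at the top dose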
Target sequence (P00811 whole entry, looked up): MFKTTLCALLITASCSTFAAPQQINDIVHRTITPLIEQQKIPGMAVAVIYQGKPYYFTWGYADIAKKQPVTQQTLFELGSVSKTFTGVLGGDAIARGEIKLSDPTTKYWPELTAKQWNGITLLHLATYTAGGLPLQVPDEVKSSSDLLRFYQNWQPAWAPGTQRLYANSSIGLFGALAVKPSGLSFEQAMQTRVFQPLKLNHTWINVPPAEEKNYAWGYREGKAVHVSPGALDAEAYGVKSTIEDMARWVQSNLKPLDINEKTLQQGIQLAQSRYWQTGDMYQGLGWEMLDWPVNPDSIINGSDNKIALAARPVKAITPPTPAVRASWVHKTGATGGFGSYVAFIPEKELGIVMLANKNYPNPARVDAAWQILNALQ
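20 mM phosphate pH 7.0 + 0.01% (detergent screen) or 0.0001% Triton X-100; 5.3 nM AmpC reagent; cpd preinc 15 min RT; nitrocefin (800 uM stock) to start; A480 q20 s × 4 min; Activity was normalised to no-enzyme and no-compound control wells.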
Sm TGR block: qHTS Assay for the Inhibitors of Schistosoma Mansoni Peroxiredoxins; 360,000 tested, 3% active; purified TGR, DTNB reduction, TNB absorbance 405 nm; Potency, µM (doses to about 114 µM), without a hit: at the top dose activity change, negative = inhibition, most hits filed as inhibitors; Schistosoma mansoni thioredoxin glutathione reductase (TGR), Q962Y6; further: potency means the concentration at half of the fitted maximal effect; nearly all actives have a fitted effect of over 60% in size
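Kinetic colorimetric format: TGR-catalysed, NADPH-driven DTNB reduction monitored via TNB absorbance. Enzyme dispensed at 20 nM; compound exposure 15 min at room temperature before reaction start.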
AMA1 RON2 block: qHTS for Inhibitors of AMA1-RON; Towards Development of Antimalarial Drug Lead: Primary Screen. Plasmodium falciparum AMA1 (3D7) - RON2 peptide interaction. AlphaScreen AMA1-biotinylated RON2 peptide binding. Potency, µM (top dose mostly 58.2 µM), inactives show at the top dose activity change, negative = inhibition, hits mostly inhibitors. 360,000 tested, 0.2% active. AID 720542, 2013;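 further: potency means the concentration at half of the fitted maximal effect; 0% = vehicle wells and -100% = peptide control; nearly all actives have a fitted effect of over 45% in size; some results filed as inactive show a strong effect at the top dose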
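AMA1 (3D7) with his tag at 25 nM final met compounds first, then biotinylated RON2 peptide at 25 nM; detection used donor plus acceptor beads, 10 µg/mL apiece, read by AlphaScreen after 30 min at room temperature.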
AmpC no deterg: qHTS Inhibitors of AmpC Beta-Lactamase (assay without detergent); Potency, µM (titrated, usually from 57.1 µM), for inactives: at the highest dose activity change, negative = inhibition, most hits filed as inhibitors; AmpC nitrocefin hydrolysis, absorbance 480 nm, 0.0001% Triton; 330,000 tested, 0.52% active; P00811;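 further: potency means the concentration at half of the fitted maximal effect; plate controls were no compound for no effect and no enzyme for full effect; nearly all actives have a fitted effect of over 20% in size; some results filed as inactive show a strong effect at the top dose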
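20 mM phosphate pH 7.0 + 0.01% (detergent screen) or 0.0001% Triton X-100; 5.3 nM AmpC reagent; cpd preinc 15 min RT; nitrocefin (800 uM stock) to start; A480 q20 s × 4 min; Activity was normalised to no-enzyme and no-compound control wells.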
* = called active by the depositor; ? = inconclusive; . = not tested or not shown; [ ] = remark or other dose. Unless noted, the call rests on the fitted dose curve; in most records, active means well fitted curve in the direction sought with a large enough effect; inconclusive means small, poorly fitted or top-dose-only effect, or another doubt; inactive means no such curve, though single readings can be large; an effect the other way counts as inactive or inconclusive. Unless noted, on the % scale 0 is the no-effect control and ±100 the full control effect.

Below each compound – AmpC no deterg	Sm TGR block	HCMV inh	FBPA Giardia inh	AMA1 RON2 block	AmpC detergent
> COc1ccc(S(=O)(=O)N2CCCC(N(C)CCc3ccccc3)C2)cc1OC (stereo unspecified)
→ 57%	-7%	-12	10%	-13%	-11%
> O=C(Cn1ccc2ccccc21)Nc1ccc2c(c1)OCO2
→ -23%	.	-38	1%	4%	7%
> O=C1C(C=NCC2CCCO2)=C(O)c2ccccc21 (stereo unspecified)
→ -14%	-3%	70	-9%	-16%	0%
> Nc1ccc(C(=O)OCC(=O)N2CCOCC2)cc1[N+](=O)[O-]
→ -18%	-13%	51	8%	5%	-3%
> Cc1cccc(NC(=O)CSc2cccc[n+]2[O-])c1C
→ -10%	.	-28	.	-3%	.
> CCn1cc(C(=O)N2CCN(Cc3ccc4c(c3)OCO4)CC2)c(=O)c2ccc(C)nc21
→ 38%	-1%	-40	4%	-3%	-7%
> Cn1c(O)c(C=NC2CCCCC2)c(=O)[nH]c1=S
→ -13%	.	?	0%	-12%	-13%
> COc1cc(CN2CCN(C(=O)c3ccc(-c4ccccc4)cc3)CC2)cc(OC)c1OC
→ -11%	1%	72	3%	?	2%
> CC(C)NC(=O)COC(=O)c1ccc(Cl)c(S(N)(=O)=O)c1
→ -2%	12%	27	3%	-14%	?
> NS(=O)(=O)c1ccc(NC(=S)N2CCN(c3ccccc3Cl)CC2)cc1
→ -28%	5%	-21	4%	1%	?
> CN(CC(=O)N1CC=C(c2ccccc2)CC1)S(=O)(=O)c1ccc2c(c1)c(=O)n(C)c(=O)n2C
→ 97%[activator]	-15%	-21	-25%	0%	?
> C=CCN(c1ccccc1OC)S(=O)(=O)c1cccc(C(=O)NCc2ccco2)c1
→ -14%	.	-11	.	-7%	.
> COC(=O)c1scc(S(=O)(=O)C(C)(C)C)c1N
→ -14%	-2%	0	3%	18%	7%
> CCCN(CCC)C(=O)c1cc(-c2ccc3c(c2)OCO3)nc2ccccc12
→ 10%	-12%	.	-5%	24%	0%
> O=C(N[C@H]1C/C=C\C[C@H](CC(=O)N(CCO)Cc2ccccc2)C(=O)N[C@H](Cc2c[nH]c3ccccc23)COC1=O)OCC1c2ccccc2-c2ccccc21
→ 110%[activator]	.	?	.	-9%	.
> CN(C(=O)c1ccccc1C(=O)OCC(=O)c1ccc(F)cc1)c1ccccc1
→ 51%	-3%	0	.	-9%	-7%
> CCc1ccc(NC(=O)[C@H](NC(=O)[C@@H]2Cc3ccccc3CN2)c2ccccc2)cc1
→ 9%	-3%	.	.	46%[activator]	1%
> Cc1ccc(C(=O)Nn2cnnc2)cc1
→ -15%	6%	-33	?	-7%	-7%
> O=c1[nH]cnc2c1cnn2Cc1ccccc1
→ -6%	0%	-7	5%	0%	-2%
> COc1cccc(NC(=O)CN(C)C(=O)[C@@H]2CCCN2C(=O)c2cccs2)c1
→ -13%	.	-28	.	0%	.
> Cc1ccc2c(Cl)c(C(=O)NCC3CCCO3)sc2c1 (stereo unspecified)
→ -12%	3%	109	1%	23%	-8%
> COc1cccc(C2=C(C(C)=O)Sc3nnc(C4CCCCC4)n3N2C(C)=O)c1
→ .	0%	-73*	.	.	1%
> O=C(CCN1C(=O)S/C(=C\c2ccccc2)C1=O)N1CCCCC1
→ 42%	-7%	-2	.	-4%	-5%
> O=C(CNC(=O)c1ccccc1F)OCCCOC(=O)CNC(=O)c1ccccc1F
→ -26%	1%	15	.	27%	?
> CC(C)(C)OC(=O)N1CCC[C@H]1c1nnc(SCc2c(Cl)cccc2Cl)o1
→ 71%[activator]	0%	38	7%	2%	?
> CCCNC(=O)c1csc(Nc2cccc3ccccc23)n1
→ -17%	-4%	79	-5%	0%	-9%
> O=C(CNc1ccc(F)cc1F)NC(=O)NCc1ccco1
→ -34%	28µM*	-6	-29%	4%	-2%
> CCOC(=O)C1(Cc2ccccc2)CCN(Cc2ccc(COC)o2)CC1
→ 60%	-18%	-35	4%	-15%	-5%
> O=C(CCc1c[nH]c2ccccc12)NCCOc1ccccc1
→ -15%	7%	-3	7%	4%	?
> CN1CCN(c2nc(Cl)ncc2F)CC1
→ -6%	2%	22	0%	5%	3%

A second format for two compounds above:
> Cn1c(O)c(C=NC2CCCCC2)c(=O)[nH]c1=S
  AmpC no deterg = -13%	Sm TGR block = .	HCMV inh = ?	FBPA Giardia inh = 0%	AMA1 RON2 block = -12%	AmpC detergent = -13%

> COc1cc(CN2CCN(C(=O)c3ccc(-c4ccccc4)cc3)CC2)cc(OC)c1OC
  AmpC no deterg = -11%	Sm TGR block = 1%	HCMV inh = 72	FBPA Giardia inh = 3%	AMA1 RON2 block = ?	AmpC detergent = 2%

More entries follow:
Below each compound – AmpC no deterg	Sm TGR block	HCMV inh	FBPA Giardia inh	AMA1 RON2 block	AmpC detergent
> CC(=O)Nc1ccc(NC(=O)CSc2nnc(CNc3ccc(F)cc3)n2CC2CCCO2)cc1 (stereo unspecified)
→ -17%	0%	-10	1%	16%	-2%
> COc1ccc(-n2c(=O)c3c4c(sc3n3c(=S)[nH]nc23)COC(C(C)C)C4)cc1 (stereo unspecified)
→ -16%	3%	-29	-7%	50%[activator]	1%
> Cc1ccc(-c2ccccc2[C@@H]2C[C@H]3CN(C)C(=O)[C@]34CCCN24)o1
→ -3%	9%	40	4%	9%	-1%
> Cc1ccc(OCCNC(=O)c2ccccc2O)cc1
→ -54%	-1%	96	11%	31%[activator]	-13%
> Cc1onc(-c2c(F)cccc2Cl)c1C(=O)Nc1cccc(Cn2cccn2)c1
→ -21%	-2%	-4	3%	-5%	?
> CCCc1nc(SCC(=O)Nc2nc3c(s2)CCCC3)c2ccccc2n1
→ -33%	6%	15	-9%	0%	-2%
> O=C(Nc1cccc(-c2nc3ccccc3[nH]2)c1)c1c(F)cccc1F
→ .	-4%	64	.	.	-3%
> CS(=O)(=O)N(CC(=O)N1CCN(Cc2ccccc2)CC1)Cc1ccccc1
→ 94%[activator]	6%	13	3%	-12%	-1%
> CCOC(=O)c1c(-c2ccccc2)csc1NC(=O)/C(C#N)=C/c1ccc(O)c(OC)c1
→ -37%	1%	-65*	-13%	19%[11.6 µM]	-5%
> OCc1nc2ccccc2n1CCCOc1ccccc1
→ 7%	0%	52	-3%	-3%	-4%
> N#Cc1cc2c(nc1SCC(=O)Nc1ccc(C(F)(F)F)cc1)C1CCN2CC1
→ .	7%	-75*	.	.	2%
> N#CC(c1ccc(Cl)cc1)c1cccc(Cl)n1 (stereo unspecified)
→ -14%	9%	-3	-6%	-2%	-7%
> Cc1nc(NC(=O)COC(=O)CCc2nc3ccccc3s2)c(Cl)cc1Cl
→ -2%	-2%	-32	10%	1%	0%
> CCCn1c(CNC(=O)c2ccccc2)nc2ccccc21
→ -18%	-2%	-27	0%	3%	5%
> Cc1cccc(-c2noc(CCCC(=O)NCC3CCCO3)n2)c1 (stereo unspecified)
→ 1%	-5%	138	4%	-7%	-2%
> CC(=O)Nc1ccc(Cl)c(C(N)=O)c1
→ -12%	7%	36	6%	8%	-3%
> CCOC(=O)C1=C(CN2CCCCC2)NC(=O)NC1c1ccc(C)cc1 (stereo unspecified)
→ .	-26%	-15	.	.	-3%
> CCOC(=O)N1CCN(C(=O)c2cc(COc3ccc4ncccc4c3)on2)CC1
→ 64%[activator]	?	-74*	0%	12%	-7%
> NC(=O)c1ccc(NC(=O)CN2CCN(Cc3ccccc3)CC2)cc1
→ -12%	7%	32	5%	2%	4%
> CC(C)(C)c1ccc(C(=O)C2CCCN(C(=O)CCn3cncn3)C2)cc1 (stereo unspecified)
→ -12%	-1%	38	.	-7%	6%
> O=S(=O)(Nc1cc(F)ccc1F)c1ccc2[nH]c3c(c2c1)CCCCC3
→ .	19%	-6	.	.	0%
> CCOc1ccc(OCCC(=O)OCC(=O)NCc2ccc(Cl)cc2)cc1
→ -11%	-3%	-19	.	-13%	0%
> CCNC(=O)COc1ccc(/C=C2\COc3ccccc3C2=O)cc1OC
→ 112%[activator]	40µM*	73	4%	-29%	-8%
> C#C[C@@]1(O)CCC2C3CCC4=C/C(=N/OCC(=O)NC(CCC(N)=O)C(=O)O)CC[C@]4(C)C3CC[C@@]21C (stereo partly specified)
→ 4%	-19%	-5	7%	0%	1%
> COc1cccc(N2CC(C(=O)Nc3nnc(SCC(=O)c4ccccc4)s3)CC2=O)c1 (stereo unspecified)
→ -35%	-7%	10	9%	?	?
> O=C(N/N=C/c1ccccc1[N+](=O)[O-])c1ccc(CN2CCOCC2)cc1
→ -25%	6%	2	-4%	?	?
> COc1cccc(C2=NOC(C(=O)Nc3cc(C)nn3-c3ccccc3)C2)c1OC (stereo unspecified)
→ -17%	-14%	35	11%	-2%	-5%
> CN1CCCN(C(=O)c2ccc(Br)cc2)CC1
→ 5%	-18%	42	-4%	-4%	-4%
> O=c1[nH]c2ccc(Cl)cc2c(O)c1-c1ccccc1
→ -5%	6%	-7	-1%	8%	?
> COc1ccccc1C(=O)NCCC(=O)N(Cc1ccco1)Cc1cccs1
→ -1%	?	-4	.	-16%	-8%

Gathered by group, the compounds so far containing an NH in an aromatic ring
Below each compound – AmpC no deterg	Sm TGR block	HCMV inh	FBPA Giardia inh	AMA1 RON2 block	AmpC detergent
> Cn1c(O)c(C=NC2CCCCC2)c(=O)[nH]c1=S
→ -13%	.	?	0%	-12%	-13%
> O=C(N[C@H]1C/C=C\C[C@H](CC(=O)N(CCO)Cc2ccccc2)C(=O)N[C@H](Cc2c[nH]c3ccccc23)COC1=O)OCC1c2ccccc2-c2ccccc21
→ 110%[activator]	.	?	.	-9%	.
> O=c1[nH]cnc2c1cnn2Cc1ccccc1
→ -6%	0%	-7	5%	0%	-2%
> O=C(CCc1c[nH]c2ccccc12)NCCOc1ccccc1
→ -15%	7%	-3	7%	4%	?
> COc1ccc(-n2c(=O)c3c4c(sc3n3c(=S)[nH]nc23)COC(C(C)C)C4)cc1 (stereo unspecified)
→ -16%	3%	-29	-7%	50%[activator]	1%
> O=C(Nc1cccc(-c2nc3ccccc3[nH]2)c1)c1c(F)cccc1F
→ .	-4%	64	.	.	-3%
> O=S(=O)(Nc1cc(F)ccc1F)c1ccc2[nH]c3c(c2c1)CCCCC3
→ .	19%	-6	.	.	0%
> O=c1[nH]c2ccc(Cl)cc2c(O)c1-c1ccccc1
→ -5%	6%	-7	-1%	8%	?
